Bioassay records (PubChem BioAssay)
L929 necroptosis = L929 zVAD cell death inhibition; L929 zVAD necroptosis rescue, ATP luminescence, 24 h; with zVAD 60 µM; viability rescue, % at 10 µM; actives 0.38% (n = 220,000); AID 1377;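 active means activation, scaled between plate controls, above about 75%, limit read from the data; inactive means activation under that limit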;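 further: 0% = zVAD with DMSO and 100% = DMSO alone without zVAD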
Rad51 HR inh = Rad51 (human) homologous recombination inhibition; Q06609; hRad51 DNA strand exchange, fluorescence dequenching; inhibition, % at 10 µM; actives 0.085% (n = 200,000); AID 1385;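 active means inhibition above 40% at the single screening dose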;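 further: 0% = DMSO control wells and 100% = blanks with heterologous ssDNA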
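material = hRad51 filaments on single-stranded DNA | reagent = Donor/quencher-labelled 47-bp dsDNA substrate | compound = 10 µM final, single point | schedule = strand-exchange reaction 15 min at room temperature | measured by = fluorescein emission 520 nm, excitation 485 nm | read-out basis = % inhibition versus plate control and blank means | benchmarks = plate controls and plate blanks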
FXIa inh = factor XIa (human) inhibition. AID 798. inhibition, % at 5 µM. actives 0.14% (n = 220,000). purified FXIa, Boc-Glu-Ala-Arg-AMC fluorogenic substrate;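 active means inhibition of at least 40%; inactive means inhibition below 40%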;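 further: fluorescence of freed AMC excited at 355 nm; 0% = enzyme without compound and 100% = no enzyme blank; many of its hits are not listed in these tables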
Hck-Nef inh = human Hck-Nef kinase inhibition. P08631. Recombinant Hck-YEEI plus Nef, Z-Lyte FRET kinase assay. inhibition, % at 20 µM. actives 0.68% (n = 220,000);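 active means Hck-Nef kinase inhibition above about 50%, limit read from the data; inactive means inhibition below that limit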;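 further: 0% = DMSO with Hck plus Nef and 100% = Hck alone without Nef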
Thrombin inh = inhibitors of human thrombin; P00734; alpha-thrombin, Boc-VPR-AMC fluorogenic substrate cleavage; inhibition, % at 5 µM; actives 0.26% (n = 220,000);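 active means inhibition at or above 40%; inactive means inhibition below 40%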;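 further: 0% = enzyme with no compound and 100% = wells without enzyme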
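Material: human alpha-thrombin protein. Incubation: reaction at ambient temperature. Technique: fluorescence of released AMC, ex 355 nm, em 460 nm. Control set: no-compound enzyme wells and no-enzyme blanks. Also added: Boc-VPR-AMC substrate, 15 µM final. Buffer or medium: pH 7.5 Tris (50 mM) with NaCl 150 mM, Tween 20 0.05%.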
KLK5 inh = inhibitors of human kallikrein 5; Q9Y337; recombinant hK5, fluorogenic AMC substrate cleavage; inhibition, % at 5 µM; actives 0.59% (n = 210,000); AID 873;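 active means inhibition of 40% or more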;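 further: 0% = enzyme controls without compound and 100% = no-enzyme blanks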
Target sequence (Q9Y337 67-293 limits assumed): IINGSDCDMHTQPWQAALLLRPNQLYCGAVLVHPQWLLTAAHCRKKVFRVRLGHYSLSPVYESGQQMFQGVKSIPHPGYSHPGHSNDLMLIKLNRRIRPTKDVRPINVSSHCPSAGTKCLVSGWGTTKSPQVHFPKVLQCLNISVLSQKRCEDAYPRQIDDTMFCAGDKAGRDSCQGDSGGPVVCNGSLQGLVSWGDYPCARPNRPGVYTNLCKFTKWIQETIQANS
KCC2 mod = KCC2 (human) Cl- transport modulation; Q9H2X9; actives 2.2% (n = 190,000); KCC2 cells, thallium flux FluoZin-2 fluorescence; B-score of Tl+ flux slope (higher = more flux/activation; lower = inhibition) at 10 µM; AID 1456;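 active means thallium flux slope and its plate-corrected score both differing from the plate sample mean at a set confidence after two filtering rounds, in either direction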;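 further: slope of fluorescence scaled to starting intensity during 10 to 20 s after thallium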
FXIIa inh = factor XIIa (human) inhibition; P00748; purified FXIIa, Boc-QGR-AMC fluorogenic substrate, 2 h; inhibition, % at 5 µM; actives 0.3% (n = 220,000); in the data active means inhibition above about 40%;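 further: 0% = enzyme with no compound and 100% = blank without enzyme; many of its hits are not listed in these tables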
Target sequence (P00748 20-372 limits assumed): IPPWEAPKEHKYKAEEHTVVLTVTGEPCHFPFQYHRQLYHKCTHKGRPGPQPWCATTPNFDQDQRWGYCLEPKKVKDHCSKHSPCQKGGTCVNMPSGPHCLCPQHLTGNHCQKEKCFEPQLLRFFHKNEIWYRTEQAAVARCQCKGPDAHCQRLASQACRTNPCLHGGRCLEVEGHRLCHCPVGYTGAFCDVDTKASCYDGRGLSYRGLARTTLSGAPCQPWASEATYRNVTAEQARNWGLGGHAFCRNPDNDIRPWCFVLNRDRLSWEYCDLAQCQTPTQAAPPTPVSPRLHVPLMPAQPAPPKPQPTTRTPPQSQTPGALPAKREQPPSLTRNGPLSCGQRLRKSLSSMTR
Target sequence (P00748 373-615 limits assumed): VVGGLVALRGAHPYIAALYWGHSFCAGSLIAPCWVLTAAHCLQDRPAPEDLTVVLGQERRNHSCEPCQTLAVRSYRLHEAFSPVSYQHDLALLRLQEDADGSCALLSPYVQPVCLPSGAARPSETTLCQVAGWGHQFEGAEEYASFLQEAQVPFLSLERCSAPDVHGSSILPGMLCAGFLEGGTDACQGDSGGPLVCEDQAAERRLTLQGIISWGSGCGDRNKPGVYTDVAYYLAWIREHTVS
TNF death inh = TNF-alpha cell death inhibition in Jurkat FADD-/- cells | actives 0.068% (n = 220,000) | Jurkat FADD-/- TNF necroptosis rescue, ATP luminescence, 24 h; 0 = TNF only, 100 = no-TNF cells | AID 463075 | activation (protection from cell death), % at 10 µM;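 active means activation, meaning protection from cell death, of at least 50% relative to plate controls; inactive means activation below 50%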;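 further: necroptosis triggered by 40 ng/mL TNF-alpha added together with compound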
Starred values were filed as active, the others as inactive; / = not tested or not shown. An excerpt; count on the stated rates, not on these rows.

SMILES	L929 necroptosis	Rad51 HR inh	FXIa inh	Hck-Nef inh	Thrombin inh	KLK5 inh	KCC2 mod	FXIIa inh	TNF death inh
O=C(CN1CCOc2ccccc21)NCc1ccc(Cl)cc1	/	/	11.7	-3.7	0.5	-2.9	-0.282	15.7	3.9
COc1ccccc1OCc1ccc(C(=O)Nc2ccncc2)o1	1.1	-8.0	1.3	1.2	2.4	-4.6	-1.91	20.9	-8.0
Cc1ccc2c(c1)S/C(=C/c1ccc[n+](C)c1)N2CCO	-0.1	-426.7	-8.3	-12.0	-2.3	-14.7	0.0796	-0.3	-1.5
CC(C)c1ccc(C2CC(=O)N3CN(Cc4ccco4)CSC3=C2C#N)cc1 (stereo not drawn)	-0.2	-3.5	1.1	2.5	2.5	-7.3	-0.147	12.2	-1.4
CCOC(=O)C1CCN(C(=O)c2ccc(Br)o2)CC1	0.0	-5.5	2.2	0.6	-7.0	6.0	1.51	8.0	-1.1
Cc1ccc(-c2nc(CS(=O)CC(=O)NCCC(C)C)c(C)o2)cc1 (stereo not drawn)	1.4	-3.1	4.2	2.3	0.3	-2.3	/	17.1	-2.2
COc1ccc(CSc2nnnn2-c2ccccc2)cc1	0.4	/	-5.0	1.4	1.2	-1.4	/	7.5	0.2
FC(F)(F)c1cccc(Sc2cc(C(F)(F)F)nc(-c3ccccn3)n2)c1	0.3	8.0	12.6	1.1	2.2	1.8	0.836	14.2	-3.0
COc1cc(/C=C/C(=O)OCC(=O)NCc2ccco2)ccc1OCC#N	0.8	2.6	-4.3	2.5	-7.7	7.2	0.402	1.3	-0.8
COc1ccc2c(CN3CCN(S(=O)(=O)c4cccs4)CC3)cc(=O)oc2c1	-0.1	-4.9	-6.1	2.3	-7.0	-15.8	-3.36	7.0	1.2
Cc1cccc(C)c1N(CC(=O)N1CCN(c2ccccc2F)CC1)S(C)(=O)=O	0.6	-0.8	0.8	20.6	-11.8	7.3	0.305	9.5	0.6
O=C(N/N=C/c1ccc2c(c1)OCO2)c1ccc2ccccc2n1	-0.3	2.5	-0.6	-18.0	-5.4	0.8	4.85*	3.7	-1.7
O=c1c2ccccc2[nH]c(=S)n1CCN1CCC(=C(c2ccc(F)cc2)c2ccc(F)cc2)CC1	4.7	-4.4	-1.5	0.7	-4.3	-19.7	8.36*	10.7	1.0
COc1ccc(S(=O)(=O)Cc2ccc(C(=O)N3CCN(Cc4ccccc4)CC3)o2)cc1	0.8	8.8	-0.7	0.4	0.8	-9.0	-2.28	7.2	-0.2
CCCC(=O)Nc1nc(CC(=O)OCC)cs1	0.2	/	-3.2	16.9	-5.6	-4.0	0.123	2.5	1.0
c1ccc(-c2cc(N3CCCCC3)ncn2)cc1	0.8	/	-12.9	4.0	8.8	-18.1	-1.64	4.1	0.7
c1coc(C2Nc3cccc4cccc(c34)N2)c1	2.9	-13.1	-0.3	3.3	-3.3	-12.8	/	0.7	-13.3
CSCCC(NC(C)=O)C(=O)OCC(=O)N(c1ccccc1)c1ccccc1 (stereo not drawn)	-0.3	3.5	7.8	2.6	-6.1	-11.1	-1.91	14.2	1.0
CCCNC(=O)NC(=O)COC(=O)/C=C/c1cc(Br)ccc1F	-0.4	/	-0.9	-2.6	-0.7	/	0.737	10.7	-1.6
Cc1cc(NC(=O)CSc2nccn2C)no1	1.2	26.8	-1.1	11.4	3.7	-5.4	-0.0187	8.3	1.4

Profiles, looked up by structure.
CSCCC(NC(C)=O)C(=O)OCC(=O)N(c1ccccc1)c1ccccc1 (stereo not drawn) as listed: L929 necroptosis: -0.3; Rad51 HR inh: 3.5; FXIa inh: 7.8; Hck-Nef inh: 2.6; Thrombin inh: -6.1; KLK5 inh: -11.1; KCC2 mod: -1.91; FXIIa inh: 14.2; TNF death inh: 1.0
CCCNC(=O)NC(=O)COC(=O)/C=C/c1cc(Br)ccc1F as listed: L929 necroptosis: -0.4; Rad51 HR inh: /; FXIa inh: -0.9; Hck-Nef inh: -2.6; Thrombin inh: -0.7; KLK5 inh: /; KCC2 mod: 0.737; FXIIa inh: 10.7; TNF death inh: -1.6

The results go on.
SMILES	L929 necroptosis	Rad51 HR inh	FXIa inh	Hck-Nef inh	Thrombin inh	KLK5 inh	KCC2 mod	FXIIa inh	TNF death inh
CCN1CCN(C(=O)/C=C\C(=O)O)CC1	-0.2	3.3	5.0	0.4	-0.1	-19.7	-0.268	15.8	-0.5
CC1=C(C)Cc2c(OC(=O)c3ccccc3)ccc(OC(=O)c3ccccc3)c2C1	1.1	15.2	-0.7	10.9	-4.4	-3.6	0.313	1.8	2.3
C/C(=N\NC(=O)CCc1c[nH]c2ccccc12)c1cccc([N+](=O)[O-])c1	2.1	2.6	11.4	0.7	2.5	4.4	-0.244	6.6	-2.4
O=C(NCc1ccccc1)C1=C[C@@H](c2coc3ccccc3c2=O)C[C@@H](OCc2ccc(CO)cc2)O1	0.2	1.3	0.5	-16.7	-1.2	2.8	-1.7	6.2	2.3
Cc1cc2nc(-c3ccco3)cc(C(F)(F)F)n2n1	0.7	3.3	-1.1	20.7	-0.1	-3.4	-0.063	9.1	-0.8
Cn1ccnc1SCc1cc(=O)[nH]c2ccccc12	-1.6	1.1	4.3	-10.6	4.2	-2.4	0.00956	18.2	0.2
Nc1nc(SCC(=O)NCc2ccc(F)cc2)[nH]c(=O)c1NC(=O)c1ccc(Cl)cc1	0.7	7.3	3.8	3.6	-2.7	-15.1	0.119	4.9	1.0
CC(=O)c1cccc(N(CC(=O)NCC2CCCO2)C(=O)CCC(=O)Nc2cc(C)on2)c1 (stereo not drawn)	-0.2	-5.8	-1.2	-0.6	0.1	-3.6	/	14.0	-0.2
c1ccc(-c2nnc(SCc3nc4ccccc4[nH]3)n2Cc2ccco2)nc1	1.6	3.8	22.2	0.6	9.6	4.3	/	21.0	0.2
OCCOCCNc1ncnc2nc[nH]c12	0.9	-0.2	-4.0	0.6	-4.6	-8.0	-0.234	5.3	0.6
CCCCN(C)CCC(=O)Nc1ccc(Cl)cc1	-0.2	2.5	9.7	0.9	-4.4	-19.5	0.554	7.3	3.0
CC(C)CN(C(=O)COC(=O)CCc1c[nH]c2ccccc12)C1CCS(=O)(=O)C1 (stereo not drawn)	-0.2	0.6	-13.2	3.1	-0.1	10.2	-0.717	14.4	-2.7
Cc1coc2cc3oc(=O)c(CCC(=O)O)c(C)c3cc12	-1.2	30.8	-1.8	28.8	-12.7	-1.0	-0.564	5.8	0.5
COc1ccc(N(CCCN2C(=O)c3cccc4cccc(c34)C2=O)C(=O)c2cccnc2)cc1	-1.3	-1.6	18.2	15.7	/	19.4	-1.49	11.3	-5.8
O=S(=O)(c1ccc(-c2csc(-c3cccnc3)n2)cc1)N1CCCC1	-0.2	-4.9	-0.6	-3.0	0.2	3.4	1.02	9.5	1.9
COc1cc(C2C=C(C34CC5CC(CC(C5)C3)C4)NC(=S)N2)cc(OC)c1OC (stereo not drawn)	-0.6	-5.5	8.0	-5.2	-20.2	4.8	-0.0932	6.5	-11.7
COC(=O)CCCC1=CC2=CC(=O)C(C)(OC(=O)c3cccs3)C(=O)C2=CN1CCc1c[nH]c2ccccc12 (stereo not drawn)	0.6	2.9	4.4	18.2	2.6	1.6	0.409	9.7	3.8
COc1cc(C)c(Br)cc1S(=O)(=O)NCCN1CCOCC1	-0.2	8.1	1.0	9.6	5.5	-7.3	0.851	6.9	0.9
N/C(COc1cccc(Cl)c1)=N\NS(=O)(=O)c1ccccc1	0.1	-5.6	0.7	-0.2	-1.8	1.9	/	8.9	-3.9
O=C(Nc1ccc(F)c(F)c1)c1cccnc1	0.3	10.3	-9.0	0.5	-2.6	-20.7	0.702	-3.9	-3.3
CCCCc1n[nH]c(=S)n1Cc1ccc(C)cc1	0.2	4.6	-3.7	10.5	-9.3	-6.1	0.774	0.5	-0.7
CC1(C)CC(=O)C(C=NCCN2CCN(C(=S)Nc3ccc(F)cc3)CC2)=C(O)C1	-0.1	-3.7	2.7	-1.9	0.6	0.9	1.31	13.0	-2.4
COC(=O)c1cc(-c2ccccc2)n(CC(=O)O)c1C	2.0	2.9	-10.8	-4.1	-7.7	9.1	0.372	-5.4	2.3
CCOc1ccc(NC(=O)CSc2nnc(C(C)C)n2CC)cc1	-0.2	1.6	-4.4	8.2	-3.4	-19.1	0.013	3.3	1.7
Cc1csc(NC(=O)CSc2nnc(Cc3cccn3C)n2CCc2ccccc2)n1	-0.6	2.8	-0.7	-3.0	-2.8	-0.9	0.0346	9.8	-1.4
CCOC(=O)NC(=O)CSc1ccccn1	-0.1	-3.3	6.1	0.4	4.3	-10.8	/	24.9	-0.2
COc1cc(NC(=S)NCCC(c2ccccc2)c2ccccc2)c(OC)cc1Cl	-0.2	6.2	4.1	2.5	-3.1	-10.8	-0.514	12.8	-7.8
Cc1ccc(C(=O)N/N=C\c2ccc(-c3ccc(Cl)cc3)o2)cn1	2.0	11.8	-1.3	-0.5	5.6	3.3	-0.929	13.3	-7.8
CCN=c1scc(-c2cccs2)n1/N=C/c1cc(OC)ccc1O	1.7	-7.1	-3.6	-2.2	-8.8	-18.1	-0.796	0.3	1.4
CCC(C)[C@H](N)c1nnc(SCc2cccc(F)c2)o1 (stereo partly drawn)	0.2	/	-13.0	0.8	-0.3	-15.4	0.243	-9.1	6.9
COc1cc(/C=N/Nc2nc(Nc3ccccc3)nc(N3CCOCC3)n2)ccc1OC(=O)c1ccco1	-2.2	28.8	-3.9	-38.8	4.4	-7.6	1.1	3.4	4.5
Cc1cccc(N(C(=O)Nc2ccc(Cl)cc2)C2=NCC(C)S2)n1 (stereo not drawn)	0.0	/	5.0	1.3	0.0	/	-0.477	12.8	1.1
COc1ccccc1-c1nc2ccccc2nc1-c1ccccc1OC	-0.5	8.0	-5.5	2.0	-6.6	-15.8	-0.314	5.1	1.0

Some of these compounds in order of the KLK5 inh value, rising:
SMILES | KLK5 inh
O=c1c2ccccc2[nH]c(=S)n1CCN1CCC(=C(c2ccc(F)cc2)c2ccc(F)cc2)CC1 | -19.7
CCOC(=O)NC(=O)CSc1ccccn1 | -10.8
COC(=O)c1cc(-c2ccccc2)n(CC(=O)O)c1C | 9.1
